Screens (PubChem)
Mtb FBA inh – inhibitors of M. tuberculosis fructose-bisphosphate aldolase; 360,000 tested, 2.3% active; inhibition, % at 1 µM; purified M. tuberculosis FBA, fluorescence read-out; in the data active = inhibition above about 27%;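 note: 0% = vehicle and 100% = reference inhibitor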
Target sequence (P9WQA3 whole entry, looked up): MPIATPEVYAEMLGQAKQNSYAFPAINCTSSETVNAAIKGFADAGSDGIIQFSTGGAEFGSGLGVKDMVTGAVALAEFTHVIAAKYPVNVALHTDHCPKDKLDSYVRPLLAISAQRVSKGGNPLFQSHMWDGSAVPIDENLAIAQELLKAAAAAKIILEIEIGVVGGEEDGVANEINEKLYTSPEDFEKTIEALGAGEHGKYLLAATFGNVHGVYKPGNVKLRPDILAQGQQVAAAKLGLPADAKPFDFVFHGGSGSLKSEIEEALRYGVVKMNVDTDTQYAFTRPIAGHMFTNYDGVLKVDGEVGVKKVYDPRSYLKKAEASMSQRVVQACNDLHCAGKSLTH
PfHsp40 yeast – restores yeast growth despite PfHsp40 toxicity; S. cerevisiae expressing PfHsp40, growth rescue, ATP luminescence; growth rescue, % at 12.5 µM; 340,000 tested, 0.68% active; AID 504582; in the data active = growth rescue above about 28%, passing the limit was not always enough;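 note: yeast W303a lacking pdr1 and pdr3 grown in galactose medium; growth measured after three days at 30 °C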
TcdB GH inh – TcdB glycohydrolase inhibition. P18177. TcdB glycohydrolase enzymatic assay, plate reader. inhibition, % at 9.99 µM. 350,000 tested, 0.24% active; in the data active = inhibition above about 10%
GDH-TPI counter – inhibits GDH-TPI coupling enzymes, artifact for Mtb FBA screen | GDH-TPI coupled enzyme counterscreen, NADH absorbance | inhibition, % at 4.8 µM | 360,000 tested, 1.2% active | AID 588335; in the data active = inhibition above about 30%;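 note: 0% = DMSO wells and 100% = wells lacking the enzyme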
Mtb UGM inh – Mtb UDP-galactopyranose mutase inhibition | inhibition, % at 10 µM | 320,000 tested, 0.06% active | purified UGM, fluorescence polarization probe displacement; in the data active = inhibition above about 10%, passing the limit was not always enough
Target sequence (P9WIQ1 whole entry, looked up): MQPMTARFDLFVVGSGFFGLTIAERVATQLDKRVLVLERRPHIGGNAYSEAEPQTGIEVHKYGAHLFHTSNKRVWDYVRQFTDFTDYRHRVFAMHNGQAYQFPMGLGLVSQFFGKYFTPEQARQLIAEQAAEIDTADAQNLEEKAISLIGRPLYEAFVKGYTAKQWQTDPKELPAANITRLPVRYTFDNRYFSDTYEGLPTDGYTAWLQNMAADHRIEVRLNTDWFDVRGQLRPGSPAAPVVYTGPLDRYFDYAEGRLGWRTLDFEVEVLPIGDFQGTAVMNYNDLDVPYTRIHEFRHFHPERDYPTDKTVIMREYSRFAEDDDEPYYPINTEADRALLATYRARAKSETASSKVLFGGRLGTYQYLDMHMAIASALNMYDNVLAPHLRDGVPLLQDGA
Mtb BioA inh – inhibitors of Mycobacterium tuberculosis BioA enzyme; purified M. tuberculosis BioA enzyme, plate reader; inhibition, % at 9.99 µM; 360,000 tested, 0.096% active; AID 602481; in the data active = inhibition above about 40%
Vc quorum ag – quorum light induction in luxS cqsA deficient V. cholerae | V. cholerae BH1578 lux reporter, luminescence, 6 h | activation, % at 18.7 µM | 350,000 tested, 0.16% active; in the data active = activation mostly above about 9.7%, no sharp cut-off; note: not every result past the cut was called active; inactives centre near 0; reference of the scale not given here
Y pestis TopoI – blocks Yersinia pestis topoisomerase I activity; Y. pestis Topo-I cleavage product accumulation, plate reader; activity, % at 10 µM; 360,000 tested, 0.064% active; AID 504884; in the data active = activity above about 50%, passing the limit was not always enough; note: inactives centre near 2
FadD28 FP inh – blocks FadD28 binding to the bisubstrate probe | fluorescence polarization | inhibition, % at 12.5 µM | 360,000 tested, 0.22% active | AID 588549; in the data active = inhibition above about 8.5%, passing the limit was not always enough
The depositor's hits bear a star; i = inactive; · = no result given.

compound | Mtb FBA inh | PfHsp40 yeast | TcdB GH inh | GDH-TPI counter | Mtb UGM inh | Mtb BioA inh | Vc quorum ag | Y pestis TopoI | FadD28 FP inh
CSCCCN1CCC(n2nccc2NC(=O)CCCc2ccccc2)CC1 | 1.1 | 0.7 | -0.1 | 1.7 | 0.0 | 0.2 | -0.4 | 5.0 | 0.6
Cn1c(=S)[nH]c2c(c1=O)C(C)(C)Cc1ccccc1-2 | 4.1 | 0.1 | 0.9 | 10.6 | 0.7 | · | -0.2 | 10.2 | -0.3
O=C(/C=C/c1ccc(S(=O)(=O)N2CCOCC2)cc1)NC(=S)NCCCn1ccnc1 | 0.7 | 0.9 | 0.8 | 3.1 | -0.5 | -0.5 | -0.2 | 2.4 | -2.0
Cc1cccc(C)c1OCC(=O)Nc1ccc(S(=O)(=O)Nc2ccccn2)cc1 | 5.6 | -1.2 | 2.4 | -1.1 | 0.8 | · | -0.2 | 10.7 | -3.5
Cc1cccc(C)c1OCCN1C(=O)NC(C)(c2ccccc2)C1=O (stereo unspecified) | 0.5 | -1.2 | 1.5 | -1.3 | 0.6 | · | -0.5 | -5.8 | -0.1
Cc1cc(Cl)ccc1C(O)c1ncc(-c2ccc(F)cc2)[nH]1 (stereo unspecified) | -1.8 | · | · | 1.8 | · | 3.3 | 1.1 | -0.6 | -1.8
Cc1ccc(F)c([C@H]2C3C=CCC(c4ccccc4)C3C(=O)N2Cc2ccccc2)c1 (stereo partly specified) | 4.6 | -1.1 | 0.4 | 1.3 | -1.6 | -0.6 | -0.8 | -2.3 | 0.3
c1ccc(OCCOCCSc2ncccn2)cc1 | 1.4 | 1.7 | · | -3.8 | 2.1 | · | i | 0.3 | -2.7

(more compounds)
compound | Mtb FBA inh | PfHsp40 yeast | TcdB GH inh | GDH-TPI counter | Mtb UGM inh | Mtb BioA inh | Vc quorum ag | Y pestis TopoI | FadD28 FP inh
Cc1cc(Nc2cc(C)on2)n2ncnc2n1 | -0.1 | -1.8 | -1.4 | 8.9 | -0.3 | 8.4 | -0.4 | 5.0 | -4.5
CC(C)(C)c1ccc(O)c(O)c1 | -0.6 | 0.3 | 0.2 | -0.7 | 1.1 | 0.2 | -0.3 | -0.8 | -0.3
NC(=O)CCS(=O)(=O)CCN1CCCCC1 | 0.8 | 2.3 | · | 6.7 | -2.8 | -1.4 | -0.6 | 2.9 | -0.6
CCCOc1ccc(-c2c(C(=O)N/N=C/c3ccsc3)nnn2-c2nonc2N)cc1 | -0.9 | 2.0 | 0.8 | 18.3 | -1.1 | -0.6 | -2.0 | -10.2 | -3.6
COc1ccc(-c2noc(CSc3ccc(C)cc3)n2)cc1 | 3.7 | 0.9 | · | 3.5 | 4.6 | · | i | -2.3 | -1.8
Cn1c(=O)c2c(nc(-n3ccnc3)n2Cc2ccc([N+](=O)[O-])cc2)n(C)c1=O | -0.1 | 20.5 | · | 4.3 | -0.7 | 8.1 | i | 4.4 | -3.6
CCCCNC(=S)NNC(=O)c1csc2c1CCC(C)C2 (stereo unspecified) | -0.7 | -0.1 | · | 5.4 | -1.9 | -0.2 | -12.5 | 12.2 | -2.5
O=C(O)C1CCCN1S(=O)(=O)c1ccc2ccccc2c1 (stereo unspecified) | -4.3 | -0.3 | · | -0.3 | -1.7 | -1.4 | i | 1.0 | -0.7

Some values from the results shown.
CC(C)(C)c1ccc(O)c(O)c1 – Vc quorum ag = -0.3
O=C(O)C1CCCN1S(=O)(=O)c1ccc2ccccc2c1 (stereo unspecified) – PfHsp40 yeast = -0.3

Remaining list, next part:
compound | Mtb FBA inh | PfHsp40 yeast | TcdB GH inh | GDH-TPI counter | Mtb UGM inh | Mtb BioA inh | Vc quorum ag | Y pestis TopoI | FadD28 FP inh
CN(Cc1ccccc1)C(=O)c1cccc(NC(=O)Cc2ccc(NC(=O)C3CCCN(C(=O)C4CC4)C3)cc2)c1 (stereo unspecified) | -2.7 | -0.1 | 1.7 | 4.5 | · | -0.6 | i | 27.8 | -3.7
Cc1cccc(NC(=O)[C@@H](NC(=O)[C@@H]2Cc3ccccc3CN2)C(C)C)c1 | -2.2 | -0.1 | -0.3 | 2.6 | 1.2 | -0.9 | -4.6 | -7.4 | -0.5
COc1cccc(-c2nc(CS(=O)CC(=O)NC(C)CCc3ccccc3)c(C)o2)c1 (stereo unspecified) | 0.3 | -0.3 | 0.5 | -3.0 | -1.2 | -1.5 | -0.3 | 29.3 | -3.3
Cc1ccc(-c2nc(N)n(S(C)(=O)=O)n2)cc1 | 5.6 | -0.4 | · | -5.2 | -1.4 | -1.6 | · | -3.7 | 0.4
CC1CN(S(=O)(=O)c2cccc(C(=O)NCCCn3ccnc3)c2)CC(C)O1 (stereo unspecified) | 1.3 | -1.8 | · | 3.1 | 2.5 | -2.8 | i | 3.4 | -4.5
Nc1cc(C2CCCC2)nn1-c1ccccc1 | 0.4 | 15.5 | · | -6.3 | 1.3 | -0.5 | · | -5.4 | -2.3
Cc1ccc(C2C(C(=O)c3sc(C)nc3C)=C(O)C(=O)N2CCN(C)C)o1 (stereo unspecified) | -5.3 | 0.8 | 0.2 | 0.8 | 0.8 | -0.6 | i | -11.0 | -1.9
CCC1CCCCN1C(=O)c1ccc(OC2CCN(C(=O)CCOC)CC2)cc1 (stereo unspecified) | 4.7 | -0.5 | 0.6 | 8.9 | 3.8 | -0.3 | -0.1 | 11.0 | -3.5

Profiles, quoted from the list. Values in the order: Mtb FBA inh, PfHsp40 yeast, TcdB GH inh, GDH-TPI counter, Mtb UGM inh, Mtb BioA inh, Vc quorum ag, Y pestis TopoI, FadD28 FP inh
Cc1cccc(NC(=O)[C@@H](NC(=O)[C@@H]2Cc3ccccc3CN2)C(C)C)c1 is listed as -2.2, -0.1, -0.3, 2.6, 1.2, -0.9, -4.6, -7.4, -0.5
COc1cccc(-c2nc(CS(=O)CC(=O)NC(C)CCc3ccccc3)c(C)o2)c1 (stereo unspecified) is listed as 0.3, -0.3, 0.5, -3.0, -1.2, -1.5, -0.3, 29.3, -3.3
CC1CN(S(=O)(=O)c2cccc(C(=O)NCCCn3ccnc3)c2)CC(C)O1 (stereo unspecified) is listed as 1.3, -1.8, ·, 3.1, 2.5, -2.8, i, 3.4, -4.5

(list continues)
compound | Mtb FBA inh | PfHsp40 yeast | TcdB GH inh | GDH-TPI counter | Mtb UGM inh | Mtb BioA inh | Vc quorum ag | Y pestis TopoI | FadD28 FP inh
Cc1cccc(NC(=O)NCc2ccc3c(c2)OCO3)c1 | 0.3 | -0.1 | 1.0 | 3.8 | -0.3 | -1.9 | -0.3 | 1.6 | 0.2
O=C1C2C3C=CC([C@@H]2C(=O)N1Cc1cccnc1)C31CC1 (stereo partly specified) | 2.1 | -1.1 | · | 4.9 | 1.4 | -2.6 | i | 7.5 | -2.3
COC(=O)CSc1nc(-c2cccs2)ccc1C#N | 70.8* | 0.3 | 3.9 | -3.8 | -4.2 | · | 0.3 | -0.2 | -6.1
O=C(Nc1ccc2c(c1)OCO2)c1cc(-c2ccc(O)cc2)on1 | -1.4 | 0.9 | 5.9 | 4.6 | 1.8 | 2.4 | -0.2 | -3.1 | -2.7
CC(=O)NS(=O)(=O)c1ccc(NC(=O)CCC2CCCC2)cc1 | 0.6 | 0.8 | · | -11.8 | 4.2 | -1.1 | -0.8 | 10.2 | -4.4
COCCNC(=O)c1ccccc1NC(=O)c1ccc(Cl)c(S(=O)(=O)Nc2ccc(C)cc2C)c1 | -1.2 | -0.1 | · | -6.9 | -3.1 | -0.4 | -1.5 | 4.2 | -7.7
CC(=O)Nc1ccc(NC(=O)c2cc(C)nn2-c2ccccc2)cc1 | 2.0 | -1.5 | · | 2.9 | -2.1 | -1.6 | i | -3.0 | -0.4
O=C1NC(=O)N(c2ccccc2)C(=O)/C1=C/c1ccoc1 | 4.8 | -0.7 | 1.2 | 7.5 | -3.6 | -7.4 | -0.3 | 6.5 | 1.8

The listing continues.
compound | Mtb FBA inh | PfHsp40 yeast | TcdB GH inh | GDH-TPI counter | Mtb UGM inh | Mtb BioA inh | Vc quorum ag | Y pestis TopoI | FadD28 FP inh
CSCC[C@H](NC(=O)Nc1ccc(Oc2ccccc2)cc1)C(=O)O | 0.2 | -0.9 | -0.5 | -0.5 | -1.5 | -0.6 | -0.4 | 6.0 | -5.1
CCOC(=O)N1CCN(C(=O)CSc2nc3c(cnn3-c3ccc(Cl)cc3)c(=O)[nH]2)CC1 | -4.6 | 0.4 | 0.2 | 1.0 | 3.6 | -0.6 | -0.1 | 23.7 | -1.7
COc1ccc(N2Cc3cccc(C(=O)N4CCOCC4)c3C2=O)cc1 | -0.4 | 2.1 | · | 5.3 | 0.8 | -1.0 | -8.3 | 0.5 | -2.8
CCN(CC)CCNC(=O)C1c2cc(OC)c(OC)cc2C(=O)N(C)C1c1cccs1 (stereo unspecified) | 0.0 | -0.2 | 0.7 | 1.9 | -0.5 | · | -0.3 | -5.8 | -1.9
CC1(c2ccc(OC(F)F)cc2)NC(=O)N(CC(=O)Nc2ccc3[nH]c(=O)[nH]c3c2)C1=O (stereo unspecified) | -0.1 | -0.5 | 3.3 | 2.1 | -0.5 | 1.0 | -1.4 | -3.0 | 11.8*
N#CC1=C(N)Oc2cc(N)ccc2C1C1CCCCC1 (stereo unspecified) | -0.9 | -0.2 | · | 7.3 | 0.3 | -2.0 | i | -13.0 | -1.2
O=c1/c(=C\c2ccc(F)cc2)sc2n1CCCN=2 | 0.2 | 0.4 | 0.7 | 32.7* | 0.8 | · | -5.6 | 0.0 | -2.4
Cc1ccccc1OCCCCc1c(C)n[nH]c1C | 1.2 | -1.5 | 1.5 | -6.7 | 0.1 | 1.6 | -1.4 | 20.0 | -2.5

Going on with the list.
Screens in order: Mtb FBA inh | PfHsp40 yeast | TcdB GH inh | GDH-TPI counter | Mtb UGM inh | Mtb BioA inh | Vc quorum ag | Y pestis TopoI | FadD28 FP inh
> C=CCN(CC(=O)NC1CCS(=O)(=O)C1)S(=O)(=O)c1ccccc1C(F)(F)F (stereo unspecified)
  0.8 | 0.8 | 0.6 | -14.7 | -0.3 | -1.1 | i | -7.5 | -4.8
> Cc1ccc(CNc2ccc(O)cc2)cc1
  -0.7 | -0.2 | · | 6.2 | · | -0.3 | -10.0 | -18.0 | 12.3*
> O=C(CCn1c(=O)c2cccn2c2ccccc21)Nc1ccc(F)cc1
  1.8 | 0.2 | 1.6 | -3.0 | -2.7 | 0.6 | -0.3 | 9.2 | -1.2
> COc1ccc(Cl)cc1NC(=S)N(Cc1cccnc1)Cc1ccco1
  -3.0 | 1.0 | 0.4 | 0.0 | -1.5 | · | i | 17.9 | -2.2
> CN1CCC(OC(=O)Cc2ccccc2)CC1
  -3.9 | -0.6 | · | 6.2 | -1.4 | · | i | -2.8 | -2.4
> Cn1c(=O)c2c(nc(NCc3ccc4c(c3)OCO4)n2Cc2ccc(F)cc2)n(C)c1=O
  0.2 | 0.0 | · | 18.3 | 2.7 | 11.9 | -1.8 | 4.7 | -1.8
> O=C(c1ccc(F)cc1)C1CCN(C(=O)c2ccccc2F)CC1
  -0.8 | -0.1 | -0.1 | -12.9 | -0.1 | 2.7 | i | 11.9 | -1.9
> COc1ccccc1C1CC(c2ccc(Br)cc2)=NN1C(=O)c1cccnc1 (stereo unspecified)
  -3.5 | 0.7 | · | 12.0 | -1.9 | · | i | 20.3 | -2.9
> COc1ccc2nc(SCc3ccccc3)nc(C)c2c1
  17.8 | -1.1 | 2.0 | -1.9 | 0.9 | 1.9 | -1.7 | 34.7 | -4.1
> O=[N+]([O-])c1ccc(OCc2nnc(-c3ccccc3)o2)cc1
  -2.6 | 0.1 | -0.9 | 3.8 | -1.1 | · | -1.0 | 0.8 | -1.6
> COc1ccccc1CNc1nc2nc(C)c(C)c(=O)n2[nH]1
  -6.2 | 0.5 | · | -0.9 | -1.2 | -0.5 | -0.2 | -3.3 | 1.1
> CCOc1cccc(CNCCNC(=O)c2nonc2N)c1
  4.2 | -0.3 | · | 4.6 | 4.7 | -1.9 | -1.4 | 2.8 | -0.8
> O=C(Nc1cc(=O)c2ccccc2o1)N1CCCCC1
  -0.9 | 0.8 | · | 24.3 | -1.4 | 2.0 | i | 16.3 | -1.7
> COc1cccc(C(=O)Nc2cc(C(=O)NCc3ccc(C)cc3)ccc2N2CCC3(CC2)CC(c2cccc(Br)c2)=NO3)c1
  -0.6 | 0.7 | 0.2 | 3.1 | 0.3 | -1.8 | -1.2 | 9.4 | -1.2
> CC(C)Nc1nc(NC(N)=S)nc(NC(C)(C)C)n1
  -0.5 | -1.0 | 1.4 | -1.9 | 1.4 | · | -0.3 | 7.9 | -0.3
